Screening data (PubChem)
Dengue-2 NS5 capping – Dengue-2 NS5 methyltransferase inhibitors, primary screen, biochemical, confirmation dose response (AID 588689) | Dengue-2 NS5 methyltransferase capping enzyme assay, biochemical; higher % means a stronger effect | one-dose inhibition, % at 25 µM; IC50 in µM for titrated hits | hit rate 0.3% among 340,000; in the data active = a potency from the dose series; inconclusive = inhibition above about 29% without an active follow-up result
Salmonella PhoP GFP – inhibitors of PhoP regulon expression, primary screen, Salmonella Typhimurium, GFP reporter (AID 1863); inhibition, % at 50 µM, or IC50 in µM where a hit was titrated; hit rate 0.16% among 300,000; S. Typhimurium PhoP-regulated promoter GFP reporter, 4 h; higher % means a stronger effect;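 active = inhibition over 29.93%, a cutoff 3 SD above the screen mean, later confirmed by dose response; inconclusive = inhibition over 29.93% but no dose response follow-up; inactive = inhibition at most 29.93% or unconfirmed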;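 note: 0% = low Mg2+ inducing control and 100% = high Mg2+ repressing control; strong numbers were not always called active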
GPR35 antagonists – inhibition of zaprinast-stimulated GPR35 beta-arrestin translocation – imaging, U2OS, beta-arrestin-GFP, zaprinast agonist, primary screen (AID 2058) | U2OS GPR35 beta-arrestin-GFP translocation imaging, zaprinast antagonism; higher % means a stronger effect | inhibition, % at 10 µM, or IC50 in µM where a hit was titrated | hit rate 0.052% among 290,000;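 active = inhibition of at least 50% with at least 30 cells and total cytoplasm GFP at most 10,000,000; inconclusive = under 30 cells or total GFP of 10,000,000 plus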
K1F lysis inhibition – inhibition of K1F phage lysis, E. coli UTI89, bacterial capsule biogenesis inhibitors, alamar blue (AID 488966); E. coli UTI89 K1F phage lysis, alamar blue, 2 h; higher % means a stronger effect; inhibition, % at 100 µM, or IC50 in µM where a hit was titrated; hit rate 0.02% among 340,000;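 active = phage lysis inhibition, versus mean bacterial control, above a set limit; inconclusive = no clear call, values can overlap the other calls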;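 note: capsule biogenesis inhibitors block K1F phage lysis so surviving cells raise fluorescence; higher fluorescence means more inhibition of phage lysis; actives were called in the ten point dose series up to 300 µM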
HIV peptide binding – inhibitors of HIV fusion peptide binding, primary screen, biochemical, uHTS, fluorescence dequenching (AID 1986). inhibition, % at 20 µM; hits with a dose series show IC50 in µM. hit rate 0.3% among 290,000. cell-free peptide binding, fluorescence dequenching, 30 min; higher % means a stronger effect; in the data active = inhibition mostly above about 52%, no sharp cut-off; inactive = mostly below about 76%; note: some results filed as inactive read as strong as hits
RSV CPE inhibition – RSV antiviral activity via CPE protection, HEp-2 cells, primary 10 µM value included (AID 2391); HEp-2 cells, RSV-induced CPE inhibition; higher % means a stronger effect; one-dose CPE inhibition, % at 10 µM; IC50 in µM for titrated hits; hit rate 0.13% among 310,000; in the data active = a potency from the dose series; inconclusive = CPE inhibition mostly from about 23% at the one dose, without a potency; inactive = the rest, 99 in 100 with CPE inhibition below about 21%; note: strong numbers were not always called active
MgcRacGAP inhibition – MgcRacGAP GTPase-activating activity inhibitors, confirmation, biochemical, ADP Hunter fluorescence | hit rate 0.6% among 340,000 | inhibition, % at 30 µM; hits with a dose series show IC50 in µM | MgcRacGAP-stimulated Rac1 GTP hydrolysis, ADP Hunter fluorescence; higher % means a stronger effect; GST-tagged Rac1 F28L mutant substrate;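 active = first-screen hits whose inhibition reached a set limit at any dose in the follow-up dose series; inconclusive = inhibition above the set first-screen limit but never retested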;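 note: fluorescence reports GDP produced by GAP-driven GTP hydrolysis; strong numbers were not always called active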
Large T inhibition – TAg ATPase/helicase activity blockers – biochemical (AID 1903); SV40 large T antigen ATPase/helicase inhibition assay; higher % means a stronger effect; one-dose inhibition, % at 20 µM; IC50 in µM for titrated hits; hit rate 0.39% among 310,000; in the data active = a potency from the dose series; inconclusive = inhibition mostly from about 32% at the one dose, without a potency; inactive = the rest, 99 in 100 with inhibition below about 32%; note: strong numbers were not always called active
GPR55 LPI antagonism – GPR55 antagonists blocking LPI-driven arrestin recruitment, primary screen, imaging, U2OS, beta-arrestin-GFP, LPI agonist (AID 2013); U2OS GPR55 beta-arrestin-GFP translocation imaging, LPI antagonism; higher % means a stronger effect; inhibition, % at 10 µM; hits with a dose series show IC50 in µM; hit rate 0.13% among 290,000;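 active = spots per cell inhibited over 60%, with over 100 cells counted and total cytoplasm intensity under 500,000; inconclusive = wells with under 100 cells, flagged as likely toxic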;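 note: U2OS cells stably carrying GPR55 and arrestin-GFP stimulated by 5 µM LPI near EC80; imaged beta-arrestin-GFP aggregate spots per cell after agonist stimulation; plate controls were LPI-stimulated DMSO wells for no effect and DMSO wells without LPI for full effect; some results filed as inactive read as strong as hits; confirmed hits need IC50 under 10 µM and bright autofluorescent wells are also inconclusive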
An asterisk follows results filed as active; u = inconclusive; x = no result given; [ ] = another dose, or the depositor's remark. The list is partial; count on the stated rates, not on these rows.

Values in the order – RSV CPE inhibition	MgcRacGAP inhibition	HIV peptide binding	K1F lysis inhibition	Dengue-2 NS5 capping	GPR55 LPI antagonism	Salmonella PhoP GFP	GPR35 antagonists	Large T inhibition
COc1ccccc1-n1c(-c2ccccc2Cl)nc2ccccc2c1=O
 : 4.5%	7%	-1.3%	0.0%	-1%	15%	-2%	0%	9%
CC1CN(c2ccc([N+](=O)[O-])cc2Cl)CCN1 (stereo unspecified)
 : -1.7%	5%	-1.9%	-2.0%	22%	13%	-3%	-4%	9%
Cc1ccc2c(c1)N(C(C)C(=O)N1CCC3(CC1)OCCO3)C(=O)CO2 (stereo unspecified)
 : 1.3%	7%	-0.2%	0.3%	-3%	-1%	-1%	-2%	10%
CCC(C)N1C(=O)/C(=C\c2cc3c4c(c2)CCCN4CCC3)C(=O)NC1=S (stereo unspecified)
 : -0.4%	12%	21%	1.7%[50 µM]	-1%	10%	2%	8%	18%
CCc1ccccc1NC(=O)N1C[C@H]2C[C@@H](C1)c1cccc(=O)n1C2
 : 1.3%	2%	-1.3%	7.8%	3%	2%	-5%	-4%	12%
N#Cc1ccc(/C=C/C(=O)O)cc1
 : 1.2%	7%	1.1%	0.5%	2%	12%	-1%	2%	5%
COC(=O)C1=C(c2ccc(F)cc2OCc2ccccc2)C[C@@H]2CC[C@H]1N2C(=O)NCc1ccc(Br)cc1
 : 2.7%	4%	x	0.0%	-1%	x	x	x	x
Cc1ccc(C(C)C)c(OCC(=O)N2CCN(CC(=O)N3CCOCC3)CC2)c1
 : 0.2%	6%	x	0.5%[50 µM]	4%	x	x	x	x
O=C(COc1ccc(Br)cc1)N1CCN(C2CCCC2)CC1
 : -0.1%	5%	-0.6%	0.5%	-1%	7%	27%	3%	12%
NCCc1ccc(S(=O)(=O)F)cc1
 : 1.3%	7%	x	-0.3%	7%	x	7%	x	3%
C[C@]12CCC3C(CCC4=C/C(=N/OCC(=O)NC(CCC(N)=O)C(=O)O)CC[C@@]43C)C1CCC2O (stereo partly specified)
 : 75%	8%	-0.7%	0.2%	-5%	3%	-3%	-18%	1%
CN1CCN(c2nc3ccccn3c(=O)c2C=C2C(=O)N(C)C(=O)N(C)C2=O)CC1
 : 0.9%	-1%	19%	0.5%	x	11%	-10%	-18%	7%
CN1CCN(CCC(C#N)(c2ccccc2)c2ccccc2)CC1
 : -0.6%	2%	1.0%	9.4%	-2%	-9%	-9%	8%	1%
Cn1cc(C(=O)N2CCCCC2)c2ccccc21
 : 1.9%	2%	-1.3%	4.1%	-3%	-1%	6%	-8%	10%
O=[N+]([O-])c1ccc(O)c([N+](=O)[O-])c1
 : 5.3%	0%	x	-4.1%	-4%	x	5%	x	11%
COc1ccccc1OCC(=O)Nc1ccc(Cl)cc1C(=O)c1ccccc1
 : -1.3%	-1%	-1.3%	5.8%	-1%	-5%	-5%	-10%	4%
COC(=O)C1=C(c2ccc(OC(F)(F)F)cc2)C[C@@H]2CC[C@H]1N2C(=O)NCCO
 : 1.8%	1%	x	1.6%	-2%	x	x	x	x
COc1ccccc1CN1CCCCC1c1cccnc1 (stereo unspecified)
 : -0.2%	2%	0.1%	7.4%	-4%	4%	19%	-6%	-5%
CC(C)(C)C(=O)Cn1c(NCCCl)nc2ccccc21
 : 0.3%	0%	0.3%	0.3%	-11%	-11%	-6%	8%	3%
COc1ccc(CCNCc2ccccn2)cc1OC
 : 0.3%	8%	1.1%	1.2%	1%	10%	15%	-7%	12%
COC(=O)C1=C(c2cc3ccccc3s2)C[C@@H]2CC[C@H]1N2C(=O)N1CCC(O)CC1
 : 0.9%	6%	x	-0.7%	-4%	x	-7%	x	6%
CCCCc1nc2ccccc2c(=O)n1-c1ccc(O)cc1
 : 1.2%	5%	-0.4%	3.1%	6%	-11%	0%	0%	13%
C=CC12CN(C)[C@@H]3C4CO[C@H](C[C@H]41)[C@]1(C(=O)Nc4ccccc41)[C@@H]32 (stereo partly specified)
 : x	2%	x	1.1%	-4%	x	0%	x	1%
N=C1c2ccccc2CN1c1ccc(F)c([N+](=O)[O-])c1
 : -0.2%	12%	0.8%	0.1%	-10%	-7%	0%	11%	8%
CC(C)Oc1cc(-n2c(=S)[nH]c3ccccc3c2=O)c(Cl)cc1Cl
 : 1.1%	7%	0.8%	0.6%	-6%	12%	13%	-7%	6%
O=C(O)c1[nH]c(=O)[nH]c(=O)c1F
 : -0.4%	11%	0.8%	0.0%	-3%	7%	-8%	-6%	18%
CC12CN3CC(C)(CN(C1)C3c1cccs1)C2=O (stereo unspecified)
 : 1.5%	7%	-1.0%	1.5%	-1%	0%	3%	4%	-4%
O=C(c1cc(F)ccc1F)C1CCCN(Cc2cccc(Cl)c2)C1 (stereo unspecified)
 : 0.5%	2%	1.3%	-0.3%	-4%	1%	4%	11%	20%
Cc1nc2ccccn2c1P(=S)(N1CCCCC1)N1CCCCC1
 : 5.7%	8%	-1.2%	2.5%	-3%	24%	21%	20%	-4%
C[C@]12CCC3[C@@H](CCC4=CC(=O)CC[C@@]43C=O)C1CCC2=O (stereo partly specified)
 : -0.1%	5%	-1.7%	-1.2%[50 µM]	1%	1%	-4%	-8%	-3%
O=P(/C(=N/O)N1CCOCC1)(N1CCOCC1)N1CCOCC1
 : 1.9%	5%	2.4%	0.0%	8%	3%	-6%	3%	3%
Clc1ccc(OCC#CCN2CCCCCC2)cc1
 : -1.8%	184µM*	0.8%	0.4%	-5%	24%	-3%	9%	10%
COc1ccc(C(C)=O)cc1CC(C(=O)c1ccc(Br)cc1)N(C)C (stereo unspecified)
 : 1.3%	-8%	0.9%	0.5%	3%	14%	-21%	-4%	-10%
COc1ccc(CNCC(=O)N2CCC3(CC2)OCCO3)cc1
 : 0.2%	25%	-2.9%	0.6%	-5%	-9%	-4%	5%	8%
NC(=O)c1ccc(C(=O)Nc2ccc([As](=O)(O)O)cc2)cc1
 : 2.1%	x	-0.2%	x	x	17%	-2%	10%	9%
C=CCn1c(=O)c(C=Nc2cccnc2Cl)c(O)n(CCCC)c1=O
 : -0.1%	1%	119%	0.1%	-113%	24%	0%	6%	6%
Cc1ccccc1-n1c(O)c(C=Nc2ccc3c(c2)OCO3)c(=O)[nH]c1=O
 : -0.1%	13%	1.4%	-0.6%	-5%	18%	-8%	6%	20%
COC(=O)CSC1=NN1c1cc(C)nc(N)n1
 : 1.6%	4%	1.1%	2.5%	-4%	11%	-3%	1%	12%
O=C(c1ccc(N2CCCCCC2)c([N+](=O)[O-])c1)N1CCC2(CC1)OCCO2
 : 2.9%	11%	-1.7%	0.4%	-1%	-4%	-4%	9%	28%
CCc1nnc(NS(=O)(=O)c2ccc(N=Cc3c(O)n(-c4ccc(Cl)cc4)c(=O)[nH]c3=O)cc2)s1
 : -1.6%	2%	150%	-0.7%	-19%	10%	-5%	-6%	15%
Cc1nc2cc([N+](=O)[O-])ccc2c(=O)n1-c1cccc(Br)c1
 : x	3%	x	0.0%	-10%	x	x	x	7%
O=C(C1CCC(=O)N1Cc1ccc(F)cc1)N1CCC2(CC1)OCCO2 (stereo unspecified)
 : 2.7%	13%	-0.6%	0.4%	-2%	7%	-3%	2%	-1%
Cn1cc(C(=O)NP(=O)(N2CCOCC2)N2CCOCC2)c2ccccc21
 : 0.5%	9%	4.1%	0.0%	1%	0%	14%	8%	-3%
C/C=C1/C[C@@H](C)[C@](O)(CO)C(=O)OCC2=CCN3CC[C@@H](OC1=O)[C@@H]23
 : -1.4%	-6%	x	-0.7%	-1%	x	-5%	x	0%
O=c1c2ccccc2nc(/C=C/c2ccccc2)n1-c1ccccc1O
 : 1.5%	15%	-1.9%	0.3%	-3%	0%	-5%	0%	4%
CC(C)CC(NC(=O)C1CCCCC1)C(=O)N1CCC2(CC1)OCCO2 (stereo unspecified)
 : -1.0%	1%	-0.8%	0.7%	6%	-6%	-5%	-10%	8%
COC(=O)C1=C(c2cccc(OCc3ccccc3)c2)C[C@@H]2CC[C@H]1N2C(=O)NCc1cccc(F)c1
 : 3.8%	12%	x	0.6%	-11%	x	x	x	x
O=C(CN1CCN(Cc2ccc(Cl)cc2)C1=O)N1CCC2(CC1)OCCO2
 : 1.5%	4%	-2.0%	8.2%	-3%	4%	-10%	-11%	-6%
CCN1C(=O)/C(=C/c2ccc3c(c2)CCN3CCCCl)C(=O)NC1=S
 : 9.8%	20%	23%	0.2%	3%	8%	10%	11%	u
C=CCn1c(O)c(C=Nc2c(C)n(C)n(-c3ccccc3)c2=O)c(=O)[nH]c1=O
 : 0.7%	2%	4.3%	-0.2%	-21%	8%	-1%	4%	21%
COc1cc(/C=C/[N+](=O)[O-])ccc1OC(=O)c1cccnc1
 : -2.4%	22%	-0.7%	0.3%	-12%	1%	3%	14%	24%
NC(=O)c1ccc(OCCC(O)N2CC=C(c3ccc(F)cc3)CC2)cc1 (stereo unspecified)
 : -1.4%	-2%	x	5.1%	4%	x	-12%	x	9%
Clc1cc(Cl)c(-c2cc(Cl)c(Cl)cc2Cl)cc1Cl
 : 0.9%	9%	x	-0.3%	1%	x	x	x	x
COC(=O)C1=C(c2ccc(Cl)c(C(F)(F)F)c2)C[C@@H]2CC[C@H]1N2C(=O)NCC1CC1
 : -0.6%	9%	x	0.6%	-6%	x	x	x	x
CC(C)n1c(=O)c(C=Nc2ccc(F)cc2)c(O)n(Cc2ccco2)c1=O
 : 2.4%	9%	0.1%	0.0%	-10%	8%	6%	7%	19%
Cn1c(O)c(/C=N/NC(=O)c2ccncc2)c(=O)n(C)c1=S
 : 2.2%	x	117%	x	x	7%	-4%	15%	13%
